# Bioassay records deposited in PubChem BioAssay by Broad Institute.
# FN deposit inh = fibronectin deposition inhibition; AH1F fibroblasts, Alexa488-fibronectin deposition fluorescence, overnight; inhibition, % at 12.6 µM; 350,000 compounds, 0.086% hits;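 active means mean inhibition across replicates of 30% or more, regardless of how many single replicates reach that level; inconclusive means mean under 30% yet at least half of replicates reach 30%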;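 further: positive control wells lacked labelled fibronectin entirely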
#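 material = AH1F fibroblast monolayer depositing Alexa488-labelled fibronectin into matrix | amount = 10000 AH1F cells/well | buffer or medium = DMEM plus 2% serum, read in PBS | incubation = 1 h cell adhesion before compound, then overnight fibronectin incubation | detection = fluorescence at 485 nm excitation, 525 nm emission | evaluation = percent inhibition as loss of matrix-bound fibronectin fluorescence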
# EWS-Fli inh = inhibitors of EWS/Fli oncoprotein transcriptional activity. inhibition, % at 12.6 µM. 350,000 compounds, 0.67% hits. A673 NR0B1-luciferase reporter, viability-normalised. AID 651661;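 active means mean inhibition of at least 50% after viability correction, with every replicate also passing that limit; inconclusive means mean reaches 50% but only one of two replicates passes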;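 further: firefly luciferase signal divided by Alamar Blue viability fluorescence both relative to DMSO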
# S100A4 inh HTS = S100A4-myosin IIA interaction inhibition | P26447 | S100A4/TAMRA-MyoIIA peptide fluorescence polarization | inhibition, % at 10.7 µM | 360,000 compounds, 0.14% hits | AID 652163;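 active means mean inhibition of at least 70% across replicates, with every replicate also reaching that level; inconclusive means mean inhibition reaches 70% but some replicates fall short; inactive means mean inhibition below 70%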
#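 incubation = readout 5 min after mixing, signal stable up to 60 min | system = S100A4 monomer protein | buffer or medium = HEPES pH 7.2 with CaCl2, KCl, NaCl, DTT, Triton | benchmarks = neutral control DMSO, positive control TFP | also added = fluorescent myosin IIA peptide, 5 nM | compound dosing = one concentration per compound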
# E-sel inducer = E-selectin induction on HUVECs; HUVEC E-selectin immunofluorescence imaging; normalized: neutral wells 0, TNF-alpha wells 100; activation, % at 7.58 µM; 260,000 compounds, 0.37% hits; P16581; AID 686992;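 active means mean E-selectin-positive cell signal at least 10% of the positive control, reached in at least 60% of replicates, without over 20% cell loss; inconclusive means no rule given, readout overlaps actives, possibly toxicity-flagged; inactive means the rest, including those meeting only one limit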;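 further: in these data hits start at about 27%; measured in HUVEC primary endothelial cells; signal is the percent of cells scored E-selectin positive by PE staining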
# Target sequence (P16581 whole entry, looked up): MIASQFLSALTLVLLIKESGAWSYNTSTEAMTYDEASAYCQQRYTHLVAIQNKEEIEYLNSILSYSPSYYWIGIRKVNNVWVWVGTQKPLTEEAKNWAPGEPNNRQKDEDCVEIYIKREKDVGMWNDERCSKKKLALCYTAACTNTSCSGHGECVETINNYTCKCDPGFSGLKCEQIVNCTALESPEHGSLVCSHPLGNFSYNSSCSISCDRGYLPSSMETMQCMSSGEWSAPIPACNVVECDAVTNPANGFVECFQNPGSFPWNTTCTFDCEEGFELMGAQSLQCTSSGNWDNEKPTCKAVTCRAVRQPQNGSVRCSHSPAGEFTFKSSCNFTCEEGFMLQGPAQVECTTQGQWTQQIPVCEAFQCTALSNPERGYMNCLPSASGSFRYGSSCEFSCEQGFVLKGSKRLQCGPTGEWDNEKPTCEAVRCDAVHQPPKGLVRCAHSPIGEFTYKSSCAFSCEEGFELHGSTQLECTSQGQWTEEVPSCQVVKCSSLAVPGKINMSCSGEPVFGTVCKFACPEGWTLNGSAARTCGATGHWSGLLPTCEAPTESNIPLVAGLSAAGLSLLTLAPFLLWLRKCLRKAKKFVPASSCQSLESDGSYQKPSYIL
#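 Test system: HUVEC; input: 3,000 HUVEC/well; measured by: immunofluorescence imaging; read-out: % PE-positive cells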
# esBAF inh = SWI/SNF esBAF complex inhibition; mouse ES cells, Bmi1-luciferase knock-in reporter, 24 h; 100% = twice the neutral-well signal; reporter increase, % at 12.5 µM; 350,000 compounds, 2% hits; AID 602393; in the data active means activation above about 40%; inconclusive means no clear call, values can overlap the other calls;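 further: 0% = median of the plate's neutral control wells and 100% = double that signal; a rise in the Bmi1 reporter signal indicates esBAF inhibition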
# RAD54 branch = RAD54 (human) branch migration inhibition | RAD54 Holliday junction branch migration, FAM/BHQ fluorescence | Q92698 | AID 602329 | inhibition, % at 10.4 µM | 360,000 compounds, 0.14% hits;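 active means mean normalized replicate activity at least 40 and at least half of replicates scoring 40 or more; inconclusive means only one of the two criteria met; inactive means mean below 40 and under half of replicates reaching 40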;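 further: 0% = median of neutral control wells and 100% = median of positive control wells; inhibitors cause a drop in the FAM fluorescence signal; in these data hits start at about 50%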
# RAD52 inh = RAD52 (human) annealing inhibition | recombinant RAD52 DNA annealing, FRET fluorescence | AID 651710 | 360,000 compounds, 0.46% hits | P43351 | inhibition, % at 18.7 µM;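 active means every replicate showing at least 50% inhibition; inconclusive means mean inhibition at least 50% but not in every replicate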
# Target sequence (P43351 whole entry, looked up): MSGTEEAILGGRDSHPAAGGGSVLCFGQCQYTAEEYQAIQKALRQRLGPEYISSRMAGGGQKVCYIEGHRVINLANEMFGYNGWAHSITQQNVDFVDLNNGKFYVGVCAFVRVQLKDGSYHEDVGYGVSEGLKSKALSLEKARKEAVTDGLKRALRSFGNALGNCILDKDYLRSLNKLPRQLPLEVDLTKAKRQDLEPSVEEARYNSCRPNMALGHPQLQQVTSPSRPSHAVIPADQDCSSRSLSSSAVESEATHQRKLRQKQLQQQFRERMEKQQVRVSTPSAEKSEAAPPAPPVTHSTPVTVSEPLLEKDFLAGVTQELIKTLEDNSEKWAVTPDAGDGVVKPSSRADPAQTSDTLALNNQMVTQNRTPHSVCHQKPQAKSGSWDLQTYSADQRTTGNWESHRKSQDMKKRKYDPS
# Xi reactivation = X-chromosome reactivation activator; activation, % at 7.58 µM; XiGFP mouse fibroblasts, % GFP-positive cells imaging, 3 d; cells co-treated with 5-aza-dC sensitizer; scaled so ellipticine positive control = 100%; AID 743238; 360,000 compounds, 0.055% hits;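 active means mean normalized replicate activation at least 10% and every replicate at or above 10%; inconclusive means only one of the two criteria met; inactive means mean below 10% and not all replicates reach 10%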;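 further: 0% = median of on-plate neutral control wells and 100% = ellipticine 6 µM median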
#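 System: XiGFP fibroblasts, SV40-immortalized. Medium: DMEM plus 5-aza-dC sensitizer. Doses: single point. Timing: 3 d treatment, 15 min room-temperature fixation. Control set: ellipticine 6 µM.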
# The depositor's hits bear a star; i = inactive; ? = inconclusive; / = no result given. Not a hit list; any-hit rate near 3%.
SMILES,FN deposit inh,EWS-Fli inh,S100A4 inh HTS,E-sel inducer,esBAF inh,RAD54 branch,RAD52 inh,Xi reactivation
O=C(C[C@H]1CC[C@@H]2[C@H](COC[C@@H](O)CN2C(=O)c2ccccc2F)O1)NCc1ccc(F)cc1,-1.1,-4.9,-49.9,0.1,-1.3,7.7,-51.8,0.2
C[C@@H]1CN([C@H](C)CO)C(=O)c2cc(C3=CCCCC3)cnc2O[C@H]1CN(C)C(=O)Nc1cccc(F)c1,-3.0,3.3,-7.5,0.1,13.8,0.1,32.5,-0.1
CCCc1c(-c2cccc(Br)c2)ncn1Cc1ccccc1OC,-4.6,24.8,-7.2,-0.1,/,/,35.6,0.0
O=C(O)c1ccccc1CSc1nc2ccccc2o1,2.0,/,-1.6,/,34.0,1.1,-9.7,/
CCCCc1ccc(S(=O)(=O)NC(=O)C2(C)CCN2C(=O)c2cccc(F)c2)cc1 (stereo unspecified),-3.8,6.9,-1.9,0.2,-3.7,-7.7,-15.2,0.1
CSc1ccc(CN2CCN(Cc3ccccc3)C(CCO)C2)cc1 (stereo unspecified),-0.7,3.3,-0.6,/,/,/,-6.4,0.0
COc1ccc(CN(C)C[C@H]2Oc3c(NS(=O)(=O)c4cn(C)cn4)cccc3C(=O)N([C@@H](C)CO)C[C@H]2C)cc1,/,12.8,-10.1,0.3,-0.1,-9.9,-3.4,0.3
CCn1cc(C(=O)N(C)CC(OC)OC)c(=O)c2cc(S(=O)(=O)N3CCOCC3)ccc21,-9.7,/,4.2,/,-0.2,3.9,-1.1,0.2
O=C(COC(=O)c1ccccc1Br)NCc1ccccc1,9.0,/,/,-0.1,/,5.3,/,0.0
COc1ccc(S(=O)(=O)N(C)C[C@@H]2Oc3c(NC(=O)NC(C)C)cccc3C(=O)N([C@H](C)CO)C[C@@H]2C)cc1,-16.1,-1.4,9.4,-2.8,-2.0,-5.2,-13.3,-1.0
CNC[C@@H]1Oc2c(NC(=O)C3CCCCC3)cccc2C(=O)N([C@@H](C)CO)C[C@@H]1C,-3.1,-1.1,1.9,-0.1,0.1,1.8,-26.2,-0.1
Oc1ccc(/C=N/Nc2ncnc3nc[nH]c23)cc1,-5.6,-2.2,-4.5,/,0.3,4.7,-7.8,-0.7
COc1ccc(-c2csc(NC(=O)CSc3nc(C)nc4sc(C(=O)O)c(C)c34)n2)cc1,-3.0,-4.3,3.5,-1.1,-3.8,/,-13.8,0.0
CS(=O)(=O)N(CC(=O)N1CCC(C(N)=O)CC1)c1cc(C(F)(F)F)ccc1Cl,-1.4,-2.1,-1.8,0.1,/,/,-18.8,0.0
O=C(C[C@H]1C=C[C@@H](NC(=O)Nc2ccc(F)cc2)[C@H](CO)O1)NCc1cccc(F)c1,-9.8,-2.1,7.1,-0.2,-8.0,-2.9,6.0,0.2
Cn1cc(/C=C/c2cc[n+](C)cc2)c2cc(Cl)ccc21,-132.6,28.3,-8.1,/,1.2,-344.0,i,48.6*
O=C(N/N=C/c1ccc2c(c1)OCO2)c1cc2ccccc2o1,3.6,0.6,-0.9,0.2,/,/,-8.4,/
COc1cc(OC)c2c(-c3cccc(-c4ccc(N(C)C)cc4)c3)cc(=O)oc2c1,-33.4,?,-3.9,-4.7,-2.8,-0.1,-6.8,0.2
CCC(C)[C@H]1CNC(=S)N1CCc1cccc2ccccc12 (stereo partly specified),-1.8,-8.6,0.7,0.8,-10.2,11.1,-9.7,0.7
O=C(C[C@@H]1CC[C@@H]2[C@H](COC[C@@H](O)CN2CCC(F)(F)F)O1)NCC1CC1,8.7,-1.5,-3.4,-0.2,-4.8,-4.8,1.3,0.2
CC(C)(C)c1ccc(C(=O)NCCC(=O)NNC(=O)COc2ccccc2F)cc1,-10.3,4.6,-13.8,-0.2,-0.3,-7.0,-68.5,0.0
O=[N+]([O-])c1ccc(N2CCOCC2)cn1,-13.0,5.3,-3.7,/,-12.9,/,-16.8,0.0
O=C(C[C@H]1CC[C@H]2[C@@H](COC[C@@H](O)CN2C(=O)C2CC2)O1)NCc1ccncc1,-8.0,3.2,0.4,0.0,-2.3,4.9,1.0,0.2
C[C@@H]1CN([C@H](C)CO)S(=O)(=O)c2ccc(C#CCN(C)C)cc2O[C@H]1CN(C)C,2.4,-2.6,6.2,0.6,7.9,2.1,0.9,0.1
CCSc1nsc(NC(=O)Nc2cccc(OC)c2)n1,-16.9,-59.5,-0.8,/,16.7,0.4,-5.8,0.1
COc1ccc(C2NCCO2)cc1OC (stereo unspecified),-0.8,/,/,-1.1,-6.8,6.5,/,/
CCCN1CCN(CCCNC(=O)CCN2C(=O)COc3ccccc32)CC1,4.2,/,1.3,-0.2,-0.3,8.0,-7.2,0.0
CO[C@H]1CN(C)C(=O)c2ccc(NC(=O)c3ccc4c(c3)OCO4)cc2OC[C@@H](C)N(CCC(F)(F)F)C[C@H]1C,7.4,-5.7,9.1,0.2,5.5,-6.6,4.4,0.1
Clc1ccc(-c2nc(NCCCN3CCOCC3)c3ccccc3n2)cc1,18.4,11.2,-6.8,0.4,/,23.8,1.6,0.1
Cc1ccccc1S(=O)(=O)Cc1ccc(C(=O)NCCN2CCN(Cc3ccccc3)CC2)o1,/,/,-5.2,/,-8.3,-13.2,-16.2,/
COC(=O)C1C(=O)N(S(=O)(=O)c2ccc([N+](=O)[O-])cc2)c2ccccc21 (stereo unspecified),0.0,1.9,-1.8,0.4,/,/,-0.8,0.0
COC(=O)COc1ccc2c(=O)c(-c3ccccc3OC)coc2c1,/,-12.9,-3.7,/,/,/,-9.5,0.0
CO[C@H]1CC[C@H]2CCN(C)C(=O)[C@@H](C)[C@@H](OC)CN(C)C(=O)c3cccc(C#N)c3OC[C@@H]1O2,-8.2,-1.6,-30.4,-0.1,-5.2,-9.0,6.9,0.0
CC1CCCN(C(=O)C2CCN(c3nc(-c4ccccc4)nc4c3CCC4)CC2)C1 (stereo unspecified),/,/,-0.8,-0.2,-6.6,-8.9,-10.6,0.0
CC(C)C#Cc1cnc2c(c1)C(=O)N([C@H](C)CO)C[C@@H](C)[C@@H](CN(C)C(=O)c1ccc3c(c1)OCO3)O2,-2.7,-7.4,8.4,-0.1,-1.7,-9.9,-0.4,0.0
CC1CCN(S(=O)(=O)c2ccc(C(=O)OC(C)C(=O)N(C)C3CCCCC3)cc2)CC1 (stereo unspecified),-9.0,15.6,1.2,/,/,7.2,-8.6,0.2
CCCN(C)C[C@@H]1Oc2cc(C#C[C@H](C)O)ccc2S(=O)(=O)N([C@@H](C)CO)C[C@@H]1C,/,5.2,1.2,-0.3,0.1,6.5,1.7,-0.4
CC(C)Cn1c(N)c(C(=O)COC(=O)c2ccccc2Cl)c(=O)n(C)c1=O,-22.6,1.9,-9.4,3.7,/,/,-23.9,0.1
COc1ccc(CCC(=O)NCCOc2ccc(C)cc2)cc1,2.5,8.0,-4.4,0.1,-4.9,7.3,-14.9,0.1
Cc1cc(C(=O)NN)n[nH]1,3.1,-3.6,-3.6,-0.2,4.8,5.5,-14.9,0.2
O=[N+]([O-])c1ccccc1/C=C/C=N/n1c(-c2ccccc2F)n[nH]c1=S,0.3,15.0,-3.2,0.0,-0.1,1.0,-4.9,0.6
CCCC(=O)Nc1ccc2c(c1)C(=O)N(C)C[C@H](OC)[C@H](C)CN(CCC(F)(F)F)[C@@H](C)CO2,-6.8,-3.7,29.9,0.1,-2.4,-5.3,1.2,0.3
O=C(COc1ccc2c3c(c(=O)oc2c1)CCC3)NCC(O)c1ccccc1 (stereo unspecified),-12.0,-8.1,-5.1,/,7.3,3.3,-9.7,0.3
O=C(N[C@@H]1CC[C@@H](CCNC(=O)C2CCCC2)O[C@@H]1CO)c1ccncc1,/,2.7,-5.2,-0.1,0.2,0.6,-7.3,-0.1
O=C(Nc1ccc(C(F)(F)F)cc1)N[C@@H]1CC[C@H](CCn2cc(C3(O)CCCC3)nn2)O[C@H]1CO,/,2.9,1.7,0.2,1.3,-8.8,-6.5,0.0

# 13 neighbouring entries from above:
SMILES,FN deposit inh,EWS-Fli inh,S100A4 inh HTS,E-sel inducer,esBAF inh,RAD54 branch,RAD52 inh,Xi reactivation
CO[C@H]1CC[C@H]2CCN(C)C(=O)[C@@H](C)[C@@H](OC)CN(C)C(=O)c3cccc(C#N)c3OC[C@@H]1O2,-8.2,-1.6,-30.4,-0.1,-5.2,-9.0,6.9,0.0
CC1CCCN(C(=O)C2CCN(c3nc(-c4ccccc4)nc4c3CCC4)CC2)C1 (stereo unspecified),/,/,-0.8,-0.2,-6.6,-8.9,-10.6,0.0
CC(C)C#Cc1cnc2c(c1)C(=O)N([C@H](C)CO)C[C@@H](C)[C@@H](CN(C)C(=O)c1ccc3c(c1)OCO3)O2,-2.7,-7.4,8.4,-0.1,-1.7,-9.9,-0.4,0.0
CC1CCN(S(=O)(=O)c2ccc(C(=O)OC(C)C(=O)N(C)C3CCCCC3)cc2)CC1 (stereo unspecified),-9.0,15.6,1.2,/,/,7.2,-8.6,0.2
CCCN(C)C[C@@H]1Oc2cc(C#C[C@H](C)O)ccc2S(=O)(=O)N([C@@H](C)CO)C[C@@H]1C,/,5.2,1.2,-0.3,0.1,6.5,1.7,-0.4
CC(C)Cn1c(N)c(C(=O)COC(=O)c2ccccc2Cl)c(=O)n(C)c1=O,-22.6,1.9,-9.4,3.7,/,/,-23.9,0.1
COc1ccc(CCC(=O)NCCOc2ccc(C)cc2)cc1,2.5,8.0,-4.4,0.1,-4.9,7.3,-14.9,0.1
Cc1cc(C(=O)NN)n[nH]1,3.1,-3.6,-3.6,-0.2,4.8,5.5,-14.9,0.2
O=[N+]([O-])c1ccccc1/C=C/C=N/n1c(-c2ccccc2F)n[nH]c1=S,0.3,15.0,-3.2,0.0,-0.1,1.0,-4.9,0.6
CCCC(=O)Nc1ccc2c(c1)C(=O)N(C)C[C@H](OC)[C@H](C)CN(CCC(F)(F)F)[C@@H](C)CO2,-6.8,-3.7,29.9,0.1,-2.4,-5.3,1.2,0.3
O=C(COc1ccc2c3c(c(=O)oc2c1)CCC3)NCC(O)c1ccccc1 (stereo unspecified),-12.0,-8.1,-5.1,/,7.3,3.3,-9.7,0.3
O=C(N[C@@H]1CC[C@@H](CCNC(=O)C2CCCC2)O[C@@H]1CO)c1ccncc1,/,2.7,-5.2,-0.1,0.2,0.6,-7.3,-0.1
O=C(Nc1ccc(C(F)(F)F)cc1)N[C@@H]1CC[C@H](CCn2cc(C3(O)CCCC3)nn2)O[C@H]1CO,/,2.9,1.7,0.2,1.3,-8.8,-6.5,0.0
